# Screens (PubChem)
# 3CLpro inhibitor: SARS-CoV 3CLpro protease inhibitors, primary screen, biochemical, quenched FRET | Replicase polyprotein 1ab (Severe acute respiratory syndrome coronavirus), P0C6X7 | recombinant SARS-CoV 3CLpro, quenched FRET peptide cleavage | inhibition, % at 6 µM | 290,000 compounds, 0.14% hits | AID 1706, 2009; in the data active means inhibition above about 12%
# Mtb FBA inh: Mtb FBA enzyme inhibitors, primary screen, biochemical, fluorescence, strain H37Rv. Fructose-bisphosphate aldolase (Mycobacterium tuberculosis (strain ATCC 25618 / H37Rv)), …. purified M. tuberculosis FBA, fluorescence read-out. inhibition, % at 1 µM. 360,000 compounds, 2.3% hits. AID 588726, 2011; in the data active means inhibition above about 27%;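 further: 0% = vehicle and 100% = reference inhibitor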
# Rv3671c inh: Rv3671c serine protease inhibitors, primary screen, biochemical, fluorescence polarization, M. tuberculosis H37Rv. P9WHR9. inhibition, % at 5.96 µM. 320,000 compounds, 0.048% hits; in the data active means inhibition above about 38%;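 further: extracellular domain of Rv3671c used as enzyme; 0% = enzyme with DMSO and 100% = no enzyme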
# Target sequence (P9WHR9 whole entry, looked up, the tested form may be a part): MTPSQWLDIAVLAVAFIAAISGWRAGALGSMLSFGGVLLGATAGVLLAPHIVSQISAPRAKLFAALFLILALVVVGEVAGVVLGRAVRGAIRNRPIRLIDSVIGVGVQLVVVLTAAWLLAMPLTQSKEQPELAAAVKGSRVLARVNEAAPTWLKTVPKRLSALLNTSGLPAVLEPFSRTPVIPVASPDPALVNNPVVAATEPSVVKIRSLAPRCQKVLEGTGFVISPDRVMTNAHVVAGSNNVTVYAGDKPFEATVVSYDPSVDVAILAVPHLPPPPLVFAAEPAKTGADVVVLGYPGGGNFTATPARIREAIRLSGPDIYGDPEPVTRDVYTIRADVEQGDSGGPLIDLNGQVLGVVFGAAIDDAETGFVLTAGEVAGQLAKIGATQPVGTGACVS
# VHR inh abs: VHR1 phosphatase inhibitors, primary screen, biochemical, absorbance, uHTS | Dual specificity protein phosphatase 3 (Homo sapiens), P51452 | recombinant VHR phosphatase, pNPP absorbance | inhibition, % at 13.3 µM | 290,000 compounds, 0.52% hits | AID 1654, 2009; in the data active means inhibition above about 50%; further: some compounds called inactive have numbers as strong as hits
# Target sequence (P51452 whole entry, looked up): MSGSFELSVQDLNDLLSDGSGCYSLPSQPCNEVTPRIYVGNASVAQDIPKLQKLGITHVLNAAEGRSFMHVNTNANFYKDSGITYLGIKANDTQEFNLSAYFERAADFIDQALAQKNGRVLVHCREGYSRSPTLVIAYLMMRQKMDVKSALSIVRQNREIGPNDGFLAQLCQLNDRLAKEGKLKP
# BH1578 lux ind: inducers of Vibrio cholerae quorum light production without autoinducers, primary screen, BH1578 luxS cqsA deficient, single point; V. cholerae BH1578 lux reporter, luminescence, 6 h; 350,000 compounds, 0.16% hits; AID 588436, 2011; activation, % at 18.7 µM; in the data active means activation mostly above about 9.7%, no sharp cut-off; further: not every result past the cut was called active; inactives centre near 0; reference of the scale not given here
# SSB-PriA inh: inhibitors of Klebsiella pneumoniae PriA binding to SSB C-terminal tail, primary screen, biochemical, AlphaScreen. PriA–SSB C-terminal tail interaction (Klebsiella pneumoniae). AlphaScreen SSBct-PriA binding, biotinylated peptide. inhibition, % at 33 µM. 430,000 compounds, 0.6% hits; in the data active means inhibition mostly above about 37%, no sharp cut-off; inactive means mostly below about 20%;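 further: plate controls were negative control peptide for no effect and reference peptide for full effect; strong numbers were not always called active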
# GDH-TPI inh: GDH-TPI coupling enzyme inhibitors, primary screen, artefact control for M. tuberculosis FBA inhibitor project, biochemical, absorbance, full deck; GDH-TPI coupled enzyme counterscreen, NADH absorbance; inhibition, % at 4.8 µM; 360,000 compounds, 1.2% hits; AID 588335, 2011; in the data active means inhibition above about 30%;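 further: 0% = DMSO wells and 100% = wells lacking the enzyme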
# Mtb UGM inh: M. tuberculosis UGM enzyme inhibitors, primary screen, biochemical, fluorescence polarization, single point | AID 504406, 2011 | inhibition, % at 10 µM | 320,000 compounds, 0.06% hits | purified UGM, fluorescence polarization probe displacement | UDP-galactopyranose mutase (Mycobacterium tuberculosis (strain ATCC 25618 / H37Rv)), …; in the data active means inhibition above about 10%, passing the limit was not always enough
# Target sequence (P9WIQ1 whole entry, looked up): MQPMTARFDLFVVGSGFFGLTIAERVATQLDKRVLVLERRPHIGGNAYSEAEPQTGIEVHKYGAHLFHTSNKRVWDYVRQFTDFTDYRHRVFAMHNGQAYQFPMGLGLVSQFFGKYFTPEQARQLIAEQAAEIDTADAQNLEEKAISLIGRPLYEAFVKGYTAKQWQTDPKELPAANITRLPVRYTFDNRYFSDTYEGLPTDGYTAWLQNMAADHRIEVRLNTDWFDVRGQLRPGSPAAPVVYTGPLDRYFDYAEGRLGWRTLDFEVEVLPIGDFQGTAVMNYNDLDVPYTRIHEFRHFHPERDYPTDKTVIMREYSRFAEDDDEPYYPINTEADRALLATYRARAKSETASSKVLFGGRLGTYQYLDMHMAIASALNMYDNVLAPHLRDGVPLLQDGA
# MazEF act: activators of E. coli MazEF toxin-antitoxin RNase, primary screen, biochemical, fluorescence, uHTS | Endoribonuclease toxin MazF (Escherichia coli (strain K12)), P0AE70 | FAM/BHQ RNA-DNA oligo cleavage fluorescence, 5 h | activation, % at 20 µM | 350,000 compounds, 0.32% hits | AID 504720, 2011; in the data active means activation above about 50%
# Target sequence (P0AE70 whole entry, looked up): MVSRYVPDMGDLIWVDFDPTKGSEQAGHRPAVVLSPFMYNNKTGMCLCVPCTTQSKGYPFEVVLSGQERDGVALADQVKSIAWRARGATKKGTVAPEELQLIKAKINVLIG
# Mtb BioA inh: M. tuberculosis BioA enzyme inhibitors, primary screen, biochemical, plate reader, single point, HTS | purified M. tuberculosis BioA enzyme | inhibition, % at 9.99 µM | 360,000 compounds, 0.096% hits | AID 602481, 2012; in the data active means inhibition above about 40%
# Numbers without * were called inactive; i = inactive; / = not tested or not shown. An excerpt. The share of hits here may be higher or lower than overall.
SMILES,3CLpro inhibitor,Mtb FBA inh,Rv3671c inh,VHR inh abs,BH1578 lux ind,SSB-PriA inh,GDH-TPI inh,Mtb UGM inh,MazEF act,Mtb BioA inh
COc1ccc(CNC(=O)C2CCC(=O)N(CCCN3CCCC3=O)C2)c(OC)c1 (centres undefined),0,2,0,24,i,-6,7,0.7,8,-0.9
Cc1ccc(NC(=O)CSCc2nc3c(nnn3Cc3ccc(F)cc3)c(=O)[nH]2)c(C)c1,-3,2,8,25,-0.5,-6,-1,0.6,-6,/
CN(C)C(=O)CSc1nc2cc(S(=O)(=O)N3CCOCC3)ccc2o1,/,-2,3,/,i,-18,5,-0.2,1,0.2
Cc1ccc(C(=O)Nc2cccc([N+](=O)[O-])c2)cc1S(=O)(=O)Nc1ccc(C(=O)O)cc1,8,0,-11,13,i,3,-1,4.2,6,/
Cc1ccnc(SCC(=O)Nc2cc(C)on2)n1,-8,4,-5,7,-4.5,10,7,-0.1,1,-1.5
CC(=O)Nc1ccc(S(=O)(=O)NC2=NCN(c3ccc([N+](=O)[O-])cc3)CN2)cc1,-6,-1,6,1,i,-10,12,-2.2,-1,3.8
COc1ccc(/C=C2\C(=O)ON=C2c2ccccc2)cc1OC,3,1,3,-13,-0.3,-1,6,0.1,-11,-1.5
N#Cc1cccc(C#N)c1NCC1CCCO1 (centres undefined),-3,97*,6,0,i,-6,13,0.8,3,-1.3
O=C(CCS(=O)(=O)c1cccc2nonc12)NCc1ccc(Cl)cc1,2,-3,3,8,i,3,0,-1.5,6,-0.6
Cc1nc2nc(C)c(C)nc2nc1C,/,1,/,/,-0.3,/,29,/,/,-2.4
O=C(COC(=O)CCc1ccc(S(=O)(=O)N2CCOCC2)cc1)Nc1cccc(Cl)c1,1,-1,-7,-9,-0.3,-3,-9,-2.0,6,/
CCCCCCSc1ccc(-c2nc3ccc(Cl)cn3c2NCCCC)cc1OC,/,4,2,/,i,-16,-3,/,-4,-0.9
Cc1ccc(CNC(=O)CO/N=C/c2ccc3c(c2)OCO3)cc1,-4,1,-11,1,-0.4,/,2,-0.9,-2,1.3
N#Cc1ccc(OCC(=O)NC2CCCCCC2)cc1,/,0,4,/,-0.4,-14,8,0.2,0,3.4
O=[N+]([O-])c1ccccc1CN1CCN(Cc2ccccn2)CC1,1,3,12,8,-0.2,-7,-2,0.8,-6,/
COc1cccc(/C=N/NC(=O)CSc2nnc(C)n2-c2ccccc2)c1O,6,0,6,13,-0.1,/,16,0.3,1,-0.7
Cc1cc([N+](=O)[O-])cc2c1NC(c1ccccn1)C1CC=CC21 (centres undefined),-4,-4,3,34,-0.4,-3,-6,1.8,0,/
CCOC(=O)c1c(NC(=O)CSc2nnc(-c3cccnc3)n2Cc2ccco2)sc(C)c1C,4,-4,6,12,i,11,7,1.0,-9,-0.1
COc1cc(/C=C2\C(=O)NC(=O)N(c3ccccc3)C2=O)c([N+](=O)[O-])cc1OC,3,-4,/,12,i,1,0,/,36,-4.5
COC(=O)c1nnn(-c2nonc2N)c1CSc1nnc(C)s1,1,3,-10,-5,1.4,-13,4,0.2,11,/

# Brought forward from above: two entries, then new ones.
SMILES,3CLpro inhibitor,Mtb FBA inh,Rv3671c inh,VHR inh abs,BH1578 lux ind,SSB-PriA inh,GDH-TPI inh,Mtb UGM inh,MazEF act,Mtb BioA inh
COc1cc(/C=C2\C(=O)NC(=O)N(c3ccccc3)C2=O)c([N+](=O)[O-])cc1OC,3,-4,/,12,i,1,0,/,36,-4.5
COC(=O)c1nnn(-c2nonc2N)c1CSc1nnc(C)s1,1,3,-10,-5,1.4,-13,4,0.2,11,/
COc1ccc(C(=O)N/C(=C\c2ccccc2)C(=O)NCCCn2ccnc2)cc1,-1,-2,-4,26,i,-6,-7,-3.4,4,-1.6
CC(C)(C)NC(=O)NC(=O)COC(=O)Cn1cnc2ccccc2c1=O,0,2,-2,9,-0.1,-6,-1,0.5,1,/
Cc1cc(C)nc(SCC(=O)c2ccc(F)cc2F)n1,-8,1,-4,7,0.8,2,1,0.4,4,-0.1
CC(=O)Nc1cccc(-c2ccnc3c2CC(C(=O)NCC2CCOCC2)O3)c1 (centres undefined),/,7,/,/,-0.4,/,3,/,/,-0.8
COc1ccc(NC(=O)C(CCCCNC(=O)OC(C)(C)C)NC(=O)OCc2ccccc2)cc1 (centres undefined),-5,-1,-10,-13,-0.3,-2,-2,-0.5,0,0.4
CCOc1cc(/C=C2\COc3ccccc3C2=O)cc(Br)c1OCC(=O)N(C)C,6,-3,1,2,-0.8,10,8,1.1,6,-1.3
CCn1cc(CN2CCN(Cc3ccc(C)o3)C(CCO)C2)c2ccccc21 (centres undefined),-3,3,-5,-6,i,9,-4,0.4,9,/
CC(C)(C)NC(=O)C(OC(=O)c1ccco1)c1ccccc1F (centres undefined),0,1,1,19,i,10,6,-1.5,2,-1.3
CC[C@]12C(=O)N(C)C[C@H]([C@@H]3C(=O)N(C)C(=O)[C@@H]31)N2C(=O)c1ccc(F)cc1,/,3,/,/,i,9,2,/,1,-0.7
COc1cccc(Oc2nnnn2-c2ccccc2)c1,4,1,4,22,i,-10,-2,0.6,5,0.9
Cc1cc(C(=O)OCC(=O)Nc2cccc([N+](=O)[O-])c2)c(C)o1,/,0,4,/,i,3,-3,6.8,3,-0.5
S=C(Nc1ccc(Cl)cc1)N1CCCCC1,-1,-3,-7,-1,-0.6,-3,10,0.9,-5,1.3
O=C1CCCCN1CC(=O)N1CCCC(Nc2ccc(F)c(F)c2)C1 (centres undefined),0,-3,-8,46,0.0,8,9,3.3,6,2.4
C/C=C\C(=O)Nc1cccc(C2=NOC3(C2)C[C@H](C(N)=O)N(C(=O)/C=C/CC)C3)c1 (some centres undefined),/,3,-2,15,i,-3,-4,0.4,7,3.1
O=C(CN(Cc1ccc(Cl)cc1)S(=O)(=O)c1ccccc1)NCC1CCCO1 (centres undefined),-5,-1,-2,27,i,-14,-3,-0.5,2,-1.3
Cc1c(C(c2ccccc2O)c2c(C)n(C)n(-c3ccccc3)c2=O)c(=O)n(-c2ccccc2)n1C,1,3,2,-1,-0.1,-10,3,-2.1,-22,-1.5
CC1CCCCN1C(=O)COc1ccc(F)cc1 (centres undefined),0,-1,-4,17,-0.2,-12,-1,-2.1,4,/
Cc1cc(S(=O)(=O)Nc2cccc(C(=O)O)c2)c(C)c(S(=O)(=O)c2ccc(Cl)cc2)c1,-1,1,4,30,-0.2,9,-3,0.4,4,-1.1
CC(C)C[C@H](NC(=O)N1CCn2c1nc1ccccc12)C(=O)N[C@@H](C(=O)O)c1ccccc1,-5,5,-2,1,-0.4,-13,7,7.9,-9,-4.0
Cc1ccc(-c2nnc(SCc3ccccc3F)o2)cc1,2,2,-3,3,-0.4,-32,10,4.1,-4,/
Cc1cc(OCC(=O)NCc2cccnc2)ccc1[N+](=O)[O-],3,-1,3,-3,-0.2,-9,11,0.5,2,2.0
CNc1ncc(C(=O)c2ccccc2)s1,4,-1,1,41,-0.2,-3,27,1.3,1,-0.3
CCCC1C(C#N)=C(N)Oc2c1c(=O)oc1ccccc21 (centres undefined),-5,18,-4,9,-0.6,-4,-9,-2.0,1,-2.1
CC(C)(C)N1NC2(CCCCC2)NC1=S,0,2,-11,9,8.3,-5,-3,-4.2,1,0.9
Cc1cccc(/C(N)=N/OC(=O)c2cccnc2)c1,5,0,0,-4,2.4,/,1,0.9,-3,0.4
O=C(NCC1CCCO1)C1CCC(=O)N1CCc1ccccc1 (centres undefined),-1,1,-4,1,-1.9,-11,0,0.1,1,-2.5
CCOc1ccccc1NC(=O)COn1nnc2ccc(Cl)cc21,1,0,-9,7,i,-26,-6,1.1,-5,-1.5
COCOc1ccc(-c2cc(=O)c3c(OCOC)cc(OCOC)cc3o2)cc1,/,64*,4,/,-0.5,-3,21,-0.6,3,0.2
C/C(=N\NC(=O)c1c(C)nc2ccccn12)c1ccc(C(C)(C)C)cc1,-3,3,-3,1,-4.8,/,1,-1.2,-20,-1.7
COC(=O)C1(CCSC)NC(c2ccccc2F)C2C(=O)N(c3ccc4c(c3)OCCO4)C(=O)C21 (centres undefined),1,1,-7,19,i,7,15,-0.6,-19,-1.8
C/C(CC(=O)Nc1cccc(C(F)(F)F)c1)=N\NC(=O)Cc1ccccc1,5,2,-15,16,-0.8,/,2,-2.6,8,/
O=C(COc1ccc(Cl)cc1)N1CCN(C(=O)c2cccc(F)c2)CC1,-5,-2,-9,-2,-0.2,-9,5,0.6,-2,2.2
Cc1ccc(NC(=O)N(CCCN2CCOCC2)Cc2cccs2)cc1C,-9,3,11,4,-0.3,92*,-2,2.3,-17,1.1
Cc1cc(C(=O)Nc2ccccc2)oc1C,-11,0,-2,19,3.4,-28,8,-2.7,8,/
COc1ccc(Cl)cc1NCCC(O)c1ccc(F)cc1 (centres undefined),-4,1,-14,68,-0.6,-4,1,-1.2,8,1.4
CCOC(=O)N(NC(=O)C(O)(C(C)C)C(C)C)c1ccccc1,1,101*,-1,6,1.8,-10,7,0.7,0,/
O=C(CNC(=O)C1CCCCC1)NNC(=O)c1ccc(Cl)cc1Cl,-7,-1,-6,22,-0.5,-4,1,-1.5,8,-1.7
O=S(=O)(Nc1ccccc1N1CCOCC1)c1c(F)cc(F)cc1Br,/,3,4,/,i,-8,1,1.9,2,0.0
CCCN(CCO)Cc1ccc(Cl)c(Cl)c1,4,-1,10,18,-0.4,-29,5,0.8,1,-5.3
N/C(=N\OS(=O)(=O)c1ccccc1)c1ccncc1,-2,-1,2,27,i,/,-3,2.1,5,-0.9

# Exported field by field: entries from further up.
COc1cccc(Oc2nnnn2-c2ccccc2)c1
- 3CLpro inhibitor = 4
- Mtb FBA inh = 1
- Rv3671c inh = 4
- VHR inh abs = 22
- BH1578 lux ind = i
- SSB-PriA inh = -10
- GDH-TPI inh = -2
- Mtb UGM inh = 0.6
- MazEF act = 5
- Mtb BioA inh = 0.9

Cc1cc(C(=O)OCC(=O)Nc2cccc([N+](=O)[O-])c2)c(C)o1
- 3CLpro inhibitor = /
- Mtb FBA inh = 0
- Rv3671c inh = 4
- VHR inh abs = /
- BH1578 lux ind = i
- SSB-PriA inh = 3
- GDH-TPI inh = -3
- Mtb UGM inh = 6.8
- MazEF act = 3
- Mtb BioA inh = -0.5

# Other results.
SMILES,3CLpro inhibitor,Mtb FBA inh,Rv3671c inh,VHR inh abs,BH1578 lux ind,SSB-PriA inh,GDH-TPI inh,Mtb UGM inh,MazEF act,Mtb BioA inh
COCCNc1nc(Nc2ccccc2Cl)c2sccc2n1,/,3,/,/,-0.6,/,12,/,/,0.9
COc1ccc(C(C)(NC(C)=O)c2nc(-c3cccc(C(=O)O)c3)cs2)cc1 (centres undefined),/,5,/,/,-1.2,/,7,/,/,-6.7
Cc1ccc(S(=O)(=O)n2c(CN3CCCC(C)C3)nc3ccccc32)cc1 (centres undefined),6,2,-9,-5,-0.4,-9,6,-0.7,-20,-1.6
Cn1cc(CN2CCCC(C(=O)c3ccc(-c4ccccc4)c(F)c3)C2)cn1 (centres undefined),3,-4,-3,35,-0.9,0,-2,-2.8,-4,/
CCCNC(=O)c1ccc(N2CCC3(CC2)CC(c2ccccc2)=NO3)c(N)c1,2,23,5,20,i,-2,-10,1.3,-3,-2.8
COc1ccc2[nH]c3c(N4CC(C)OC(C)C4)ncnc3c2c1 (centres undefined),-3,/,-1,16,/,-16,/,1.1,5,/
